High-throughput results deposited in PubChem BioAssay by National Center for Advancing Translational Sciences (NCATS).
MCF10A rereplic – DNA re-replication induction in MCF 10a cells; MCF 10A DNA re-replication, Hoechst nuclear intensity, 48 h; hit rate 2.9% among 350,000; Potency, µM (series often up to 46.1 µM), for inactives: top-dose activity, positive = re-replication, hits mostly activators; note: potency is the fitted concentration of half-maximal effect; % of control where 0% means no effect; nearly all actives have a fitted effect of over 50% in size
KB-V1 cytotox – kills drug-selected multidrug resistant KB-V1 cells; KB-V1 MDR cells viability, CellTiter-Glo, 72 h; Potency, µM (highest dose often 46.1 µM), without a hit: top-dose activity change, negative = cytotoxicity, actives largely listed as cytotoxic; AID 1347076; hit rate 3.4% among 400,000; note: potency is the fitted concentration of half-maximal effect; % is set by controls: 0 for no effect and ±100 for the full control effect; nearly all actives have a fitted effect of over 60% in size
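Potencies derive from concentration-effect curves fitted to normalized luminescence (CellTiter-Glo) of KB-V1 cells treated for 72 h at 37 degrees C in phenol-red-free DMEM containing 10% FBS.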
HT1080NT lethal – kills 2HG-producing HT-1080-NT fibrosarcoma cells; HT-1080-NT fibrosarcoma viability, CellTiter-Glo ATP luminescence, 48 h; hit rate 1.6% among 360,000; Potency, µM (highest dose often 46.1 µM), for the others: at the top dose activity, negative = less viability, most hits filed as cytotoxic; AID 686970;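 note: NT is the 2HG producing partner of a matched IDH1 knockdown line; potency is the fitted concentration of half-maximal effect; 0% = DMSO-treated cells and -100% = media-only wells without cells; nearly all actives have a fitted effect of over 55% in size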
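Fibrosarcoma NT cells, 750 per well in 5% FBS RPMI, were exposed to compound for 48 hours. Viability: CellTiter-Glo luminescence.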
D3 ag – activates the human D3 dopamine receptor; hit rate 0.58% among 410,000; max activation, %; P35462; D3R DiscoveRx beta-arrestin cells, luminescence, 90 min; in the data active = max activation above about 30%; note: 0% is about no effect; mostly tested at two doses, the higher about 12 µM
Target sequence (P35462 whole entry, looked up): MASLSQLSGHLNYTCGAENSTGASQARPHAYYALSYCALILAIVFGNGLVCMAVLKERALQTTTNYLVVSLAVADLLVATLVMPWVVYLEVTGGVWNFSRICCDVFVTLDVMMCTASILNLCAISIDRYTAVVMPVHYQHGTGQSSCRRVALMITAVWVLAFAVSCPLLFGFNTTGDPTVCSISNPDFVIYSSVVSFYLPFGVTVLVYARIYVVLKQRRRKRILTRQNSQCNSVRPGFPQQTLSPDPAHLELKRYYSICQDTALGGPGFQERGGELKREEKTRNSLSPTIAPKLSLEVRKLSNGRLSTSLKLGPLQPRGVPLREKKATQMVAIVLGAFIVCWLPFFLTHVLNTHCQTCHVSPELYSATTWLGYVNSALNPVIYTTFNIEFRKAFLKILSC
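Agonist-mode cell screen: cells plated at 1500/well and incubated overnight at 37 °C, then exposed to library compounds for 90 min at 37 °C. Detection reagent was added for 30–60 min at room temperature, and luminescence was read.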
IL1B secr inh – inflammasome signaling inhibition, IL-1 beta readout. activity change, % at 57.5 µM. THP-1 LPS/ATP IL-1B secretion, AlphaLISA, 16 h; stronger effect = lower value. AID 743279. hit rate 4.7% among 360,000; in the data active = activity change below about -50%; inconclusive = mostly about -30% to -49%; note: % is set by controls: 0 for no effect and ±100 for the full control effect
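THP-1 cells pretreated 1 hr with compounds (up to 57.5 uM final), then stimulated with LPS (250 ng/mL final) plus ATP (1.25 mM final); secreted IL-1B measured by AlphaLISA after 16 hr, decreased signal indicating inhibition.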
KB-3-1 cytotox – kills parental KB-3-1 adenocarcinoma cells. hit rate 1.4% among 400,000. KB-3-1 viability, CellTiter-Glo ATP luminescence, 72 h. Potency, µM (series often up to 46.1 µM), inactives show top-dose activity change, negative = cytotoxic, hits mostly cytotoxic. AID 1347075; note: potency is the fitted concentration of half-maximal effect; % is set by controls: 0 for no effect and ±100 for the full control effect; nearly all actives have a fitted effect of over 60% in size
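Multi-concentration cytotoxicity screen in KB-3-1 cells grown in DMEM lacking phenol red with 10% FBS. After 72 h at 37 °C with compound, ATP-dependent luminescence was recorded.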
SW480 rerep – induces DNA re-replication in SW480 colon adenocarcinoma cells. Potency, µM (titrated, usually from 46.1 µM), inactives show at the highest dose re-replication activation, actives largely listed as activators. AID 624297. hit rate 1.8% among 340,000. SW480 DNA re-replication, Hoechst DNA content imaging, 48 h; note: potency is the fitted concentration of half-maximal effect; % of control where 0% means no effect; nearly all actives have a fitted effect of over 55% in size
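250 cells/well; 23 nL cpd via pin tool; 48 hr, 37 C, 5% CO2; Hoechst 40 min; imager read of total nuclear intensity, ex 405/em 500-530 nm.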
HEK293 tox – cytotoxicity counter-screen for GLP-1 receptor inverse agonists. HEK293 cAMP-luciferase reporter cells, luminescence, 24 h. Potency, µM (titrated, usually from 38.3 µM), for the others: at the top dose activity change, negative = inhibition, actives largely listed as inhibitors. hit rate 0.13% among 410,000;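 note: loss of luciferase light is scored as toxicity; potency is the fitted concentration of half-maximal effect; % is set by controls: 0 for no effect and ±100 for the full control effect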
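Cells in DMEM/10% Nu serum/1% pen-strep, 1536-well format. Pre-incubated 12 h, dosed with 23 nL compound, incubated a further 24 h. Luciferase detection, 12 min at room temp, luminescence.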
HT1080 IDH1KD tx – toxicity to HT-1080 IDH1 knockdown cells (counter line) | Potency, µM (series often up to 46.1 µM), inactives show at the highest dose activity, negative = toxicity, hits mostly cytotoxic | hit rate 2% among 360,000 | HT-1080 IDH1 knockdown viability, ATP luminescence, 48 h | AID 686971;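 note: potency is the fitted concentration of half-maximal effect; 0% = DMSO wells and -100% = cell-free medium wells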
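Cytotoxicity counter-line: IDH1KD HT-1080, 48 h, CellTiter-Glo. Curves classed by r2, magnitude and activity.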
An asterisk follows results filed as active; [ ] = remark or other dose. Unless noted, calls come from the whole dose curve; as a rule, active = well fitted curve in the direction sought with a large enough effect; inconclusive = small, poorly fitted or top-dose-only effect, or another doubt; inactive = no such curve, though single readings can be large; an effect the other way counts as inactive or inconclusive.

What do the screens show for `CCc1noc(C)c1C(=O)Nc1cccc2ncccc12`?
MCF10A rereplic: 1%; KB-V1 cytotox: 13%; HT1080NT lethal: -2%; D3 ag: 0; IL1B secr inh: 13; KB-3-1 cytotox: 8%; SW480 rerep: -5%; HEK293 tox: -28%; HT1080 IDH1KD tx: 1%

What do the screens show for `C[C@@H]1CN(Cc2nc(-c3cccs3)no2)C[C@H](C)O1`?
MCF10A rereplic: 12%; KB-V1 cytotox: 4%; HT1080NT lethal: 2%; D3 ag: 1; IL1B secr inh: 26; KB-3-1 cytotox: 3%; SW480 rerep: -13%; HEK293 tox: 6%; HT1080 IDH1KD tx: 1%

How did Cc1cccc(OCCCC(=O)Nc2ccccc2C(F)(F)F)c1 do in these assays?
MCF10A rereplic: 1%; KB-V1 cytotox: 2%; HT1080NT lethal: -2%; D3 ag: -10; IL1B secr inh: -2; KB-3-1 cytotox: 7%; SW480 rerep: -1%; HEK293 tox: 10%; HT1080 IDH1KD tx: -6%

What do the screens show for `CCN(Cc1ccncc1)Cc1nc(-c2ccc(C(=O)OC)cc2)no1`?
MCF10A rereplic: 2%; KB-V1 cytotox: -22%; HT1080NT lethal: -2%; D3 ag: 14; IL1B secr inh: 24; KB-3-1 cytotox: inconclusive; SW480 rerep: -5%; HEK293 tox: 8%; HT1080 IDH1KD tx: -14%

What do the screens show for `CC(C)(C)OC(=O)NCC12C=CC(O1)C1C(=O)N(Cc3ccccc3)C(=O)C12` (stereo not drawn)?
MCF10A rereplic: 7%; KB-V1 cytotox: inconclusive; HT1080NT lethal: 2%; D3 ag: 7; IL1B secr inh: 8; KB-3-1 cytotox: -3%; SW480 rerep: -1%; HEK293 tox: -23%; HT1080 IDH1KD tx: 1%

How did CCN=c1scc(C)n1/N=C/c1cc(Br)c(O)c(Br)c1 do in these assays?
MCF10A rereplic: 21µM*; KB-V1 cytotox: inconclusive; HT1080NT lethal: inconclusive; D3 ag: 4; IL1B secr inh: -10; KB-3-1 cytotox: inconclusive; SW480 rerep: -3%; HEK293 tox: 6%; HT1080 IDH1KD tx: inconclusive

Results for CCc1ccc(NC(=O)CSc2nnnn2-c2cccnc2)cc1 ?
MCF10A rereplic: -5%; KB-V1 cytotox: -13%; HT1080NT lethal: 7%; D3 ag: 2; IL1B secr inh: 0; KB-3-1 cytotox: 17%; SW480 rerep: -8%; HEK293 tox: -1%; HT1080 IDH1KD tx: 6%

What do the screens show for `CCOC(=O)c1sc(Nc2ccccc2)nc1C`?
MCF10A rereplic: -9%; KB-V1 cytotox: -2%; HT1080NT lethal: inconclusive; D3 ag: -1; IL1B secr inh: -2; KB-3-1 cytotox: 17%; SW480 rerep: -7%; HEK293 tox: 4%; HT1080 IDH1KD tx: inconclusive

What do the screens show for `COc1ccc2ccc(=O)oc2c1CC(=O)C(C)C`?
MCF10A rereplic: 12%; KB-V1 cytotox: 0%; HT1080NT lethal: 1%; D3 ag: 9; IL1B secr inh: -4; KB-3-1 cytotox: 0%; SW480 rerep: -39%[inhibitor]; HEK293 tox: -7%; HT1080 IDH1KD tx: 3%

Results for O=C(Nc1ccc(S(=O)(=O)NCC2CCCO2)cc1)c1cccc(F)c1 (stereo not drawn) ?
MCF10A rereplic: -1%; KB-V1 cytotox: -2%; HT1080NT lethal: inconclusive; D3 ag: 9; IL1B secr inh: 14; KB-3-1 cytotox: -1%; SW480 rerep: inconclusive; HEK293 tox: 3%; HT1080 IDH1KD tx: -3%

Results for CC(=O)NNC(=O)c1cc2sccc2s1 ?
MCF10A rereplic: -1%; KB-V1 cytotox: 7%; HT1080NT lethal: 16%; D3 ag: -20; IL1B secr inh: 6; KB-3-1 cytotox: inconclusive; SW480 rerep: -21%; HEK293 tox: 4%; HT1080 IDH1KD tx: 14%

Results for O=C(CC(c1ccccc1)c1ccccc1O)NCCc1ccccc1 (stereo not drawn) ?
MCF10A rereplic: 7%; KB-V1 cytotox: -1%; HT1080NT lethal: -8%; D3 ag: 4; IL1B secr inh: -51*; KB-3-1 cytotox: -2%; SW480 rerep: -2%; HEK293 tox: 4%; HT1080 IDH1KD tx: 0%

Results for O=C(Nc1ccccc1F)Nc1ccccc1OC(F)F ?
MCF10A rereplic: 0%; KB-V1 cytotox: -1%; HT1080NT lethal: 12%; D3 ag: 3; IL1B secr inh: -13; KB-3-1 cytotox: -9%; SW480 rerep: 3%; HEK293 tox: 8%; HT1080 IDH1KD tx: 14%

What do the screens show for `CC(C)Cc1ccc(/C=C/C(=O)NC2CC2)cc1`?
MCF10A rereplic: inconclusive; KB-V1 cytotox: inconclusive; HT1080NT lethal: 2%; D3 ag: 3; IL1B secr inh: -23; KB-3-1 cytotox: -15%; SW480 rerep: 14%; HEK293 tox: -6%[1.53 µM]; HT1080 IDH1KD tx: -11%

What do the screens show for `COc1ccc(CNC(=O)CNC(=O)c2cccs2)c(OC)c1`?
MCF10A rereplic: 2%; KB-V1 cytotox: 10%; HT1080NT lethal: 6%; D3 ag: 1; IL1B secr inh: 12; KB-3-1 cytotox: 12%; SW480 rerep: inconclusive; HEK293 tox: -7%; HT1080 IDH1KD tx: 8%

Results for C=CCNCCCOc1ccc(Cl)cc1C(C)(C)C ?
MCF10A rereplic: 5%; KB-V1 cytotox: inconclusive; HT1080NT lethal: -7%; D3 ag: -18; IL1B secr inh: -85*; KB-3-1 cytotox: -1%; SW480 rerep: 11%; HEK293 tox: 2%; HT1080 IDH1KD tx: inconclusive

What do the screens show for `Cc1cc(C)cc(C(=O)OCC(=O)NCc2ccco2)c1`?
MCF10A rereplic: 8%; KB-V1 cytotox: inconclusive; HT1080NT lethal: 0%; D3 ag: 0; IL1B secr inh: 13; KB-3-1 cytotox: inconclusive; SW480 rerep: inconclusive; HEK293 tox: -21%; HT1080 IDH1KD tx: -26%

Results for CCN(CC(=O)Nc1ccccc1C(F)(F)F)C(=O)c1ccc(=O)n(Cc2ccccc2)n1 ?
MCF10A rereplic: 2%; KB-V1 cytotox: inconclusive; HT1080NT lethal: 1%; D3 ag: -5; IL1B secr inh: 3; KB-3-1 cytotox: 0%; SW480 rerep: 0%; HEK293 tox: -3%; HT1080 IDH1KD tx: 1%

How did CC(=O)Nc1ccc(Nc2cc(-c3ccccc3)nc3ncnn23)cc1 do in these assays?
MCF10A rereplic: 7%; KB-V1 cytotox: 10%; HT1080NT lethal: -6%; D3 ag: 1; IL1B secr inh: inconclusive; KB-3-1 cytotox: -2%; SW480 rerep: -15%; HEK293 tox: 1%; HT1080 IDH1KD tx: -18%

How did CCN(CC)S(=O)(=O)c1ccc(N2CCOCC2)c(NC(=O)Cc2ccccc2)c1 do in these assays?
MCF10A rereplic: -6%; KB-V1 cytotox: -1%; HT1080NT lethal: 5%; D3 ag: 4; IL1B secr inh: 0; KB-3-1 cytotox: 16%; SW480 rerep: -4%; HEK293 tox: -5%; HT1080 IDH1KD tx: 1%

How did NNC(=O)c1nnn(-c2nonc2N)c1CN1CCc2ccccc2C1 do in these assays?
MCF10A rereplic: -1%; KB-V1 cytotox: -3%; HT1080NT lethal: -11%; D3 ag: -6; IL1B secr inh: 68; KB-3-1 cytotox: -10%; SW480 rerep: -4%; HEK293 tox: -10%; HT1080 IDH1KD tx: -3%

Results for Cc1ccnc(SCc2cc(=O)c(OC(=O)c3ccc(Cl)c([N+](=O)[O-])c3)co2)n1 ?
MCF10A rereplic: 2%; KB-V1 cytotox: -12%; HT1080NT lethal: -9%; D3 ag: -12; IL1B secr inh: 14; KB-3-1 cytotox: -4%; SW480 rerep: -2%; HEK293 tox: 4%; HT1080 IDH1KD tx: -8%

What do the screens show for `COc1ccccc1C(CCNS(=O)(=O)c1ccc(C)cc1)c1ccco1` (stereo not drawn)?
MCF10A rereplic: 13µM*; KB-V1 cytotox: inconclusive; HT1080NT lethal: -6%; D3 ag: -3; IL1B secr inh: -4; KB-3-1 cytotox: 1%; SW480 rerep: -110%[inhibitor]; HEK293 tox: 17%; HT1080 IDH1KD tx: 1%

How did COc1ccc(/C=C/C(=O)c2ccc(Cl)cc2)c(OC)c1 do in these assays?
MCF10A rereplic: inconclusive; KB-V1 cytotox: inconclusive; HT1080NT lethal: -5%; D3 ag: -6; IL1B secr inh: 0; KB-3-1 cytotox: 1%; SW480 rerep: 9%; HEK293 tox: -2%; HT1080 IDH1KD tx: 2%

How did COc1ccc(N2CCN(C(=O)[C@@H](NC(=O)c3ccccc3Cl)C(C)C)CC2)cc1 do in these assays?
MCF10A rereplic: -29%; KB-V1 cytotox: -21%; HT1080NT lethal: 28%; D3 ag: 30; IL1B secr inh: 0; KB-3-1 cytotox: -7%; SW480 rerep: inconclusive; HEK293 tox: -4%; HT1080 IDH1KD tx: -5%

How did O=Cc1ccc(OC(=O)/C=C/c2ccccc2)cc1 do in these assays?
MCF10A rereplic: -2%; KB-V1 cytotox: -11%; HT1080NT lethal: 16%; D3 ag: 0; IL1B secr inh: -4; KB-3-1 cytotox: 7%; SW480 rerep: -5%; HEK293 tox: -5%; HT1080 IDH1KD tx: 21%

How did CC(C)(C)NC(=O)COC(=O)c1ccc2c(c1)C(=O)N(Cc1ccco1)C2=O do in these assays?
MCF10A rereplic: -1%; KB-V1 cytotox: 15%; HT1080NT lethal: 11%; D3 ag: 25; IL1B secr inh: 14; KB-3-1 cytotox: 14%; SW480 rerep: -16%; HEK293 tox: -22%; HT1080 IDH1KD tx: 10%

Two records picked at random from the list so far, as already listed:
How did O=Cc1ccc(OC(=O)/C=C/c2ccccc2)cc1 do in these assays?
MCF10A rereplic: -2%; KB-V1 cytotox: -11%; HT1080NT lethal: 16%; D3 ag: 0; IL1B secr inh: -4; KB-3-1 cytotox: 7%; SW480 rerep: -5%; HEK293 tox: -5%; HT1080 IDH1KD tx: 21%

How did CC(C)(C)NC(=O)COC(=O)c1ccc2c(c1)C(=O)N(Cc1ccco1)C2=O do in these assays?
MCF10A rereplic: -1%; KB-V1 cytotox: 15%; HT1080NT lethal: 11%; D3 ag: 25; IL1B secr inh: 14; KB-3-1 cytotox: 14%; SW480 rerep: -16%; HEK293 tox: -22%; HT1080 IDH1KD tx: 10%
